GRK2 inh: inhibitors of human GRK2 displacing RNA aptamer; P25098; 0.59% of 330,000 active; inhibition of aptamer binding, % at 10 µM; bead flow cytometry, FAM-aptamer displacement from GRK2; AID 488847;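 active = inhibition of aptamer binding above 40%, roughly 3 SD of noise, on plates passing a quality check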;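 also: median bead fluorescence of bound FAM aptamer so fluorescent compounds give negative values; no value below 0 was filed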
Target sequence (P25098 whole entry, looked up): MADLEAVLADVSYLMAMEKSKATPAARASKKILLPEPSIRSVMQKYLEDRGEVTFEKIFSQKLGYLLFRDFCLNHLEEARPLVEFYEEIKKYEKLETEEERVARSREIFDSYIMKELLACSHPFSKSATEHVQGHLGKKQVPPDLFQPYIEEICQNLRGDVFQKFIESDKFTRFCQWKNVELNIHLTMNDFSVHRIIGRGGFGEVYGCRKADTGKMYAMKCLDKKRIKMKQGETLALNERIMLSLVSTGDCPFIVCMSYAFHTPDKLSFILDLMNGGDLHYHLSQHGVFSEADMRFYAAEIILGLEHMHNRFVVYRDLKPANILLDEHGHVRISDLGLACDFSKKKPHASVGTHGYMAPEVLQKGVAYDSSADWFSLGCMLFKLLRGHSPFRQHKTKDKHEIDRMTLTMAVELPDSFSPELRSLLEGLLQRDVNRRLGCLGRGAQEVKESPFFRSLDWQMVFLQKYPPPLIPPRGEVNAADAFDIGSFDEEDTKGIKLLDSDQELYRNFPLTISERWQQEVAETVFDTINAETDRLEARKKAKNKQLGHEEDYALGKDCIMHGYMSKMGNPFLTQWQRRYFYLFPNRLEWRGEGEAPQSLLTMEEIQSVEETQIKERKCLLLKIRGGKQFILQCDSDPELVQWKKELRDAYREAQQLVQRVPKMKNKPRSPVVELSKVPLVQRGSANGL
MCL1 BIM primary: inhibitors of human MCL1 binding to BIM-BH3 peptide | GST-MCL1 / FITC-Bim-BH3 fluorescence polarization | inhibition, % at 10.9 µM | 0.68% of 320,000 active | AID 2057;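 active = inhibition above the mean inhibition of all tested compounds plus 3 SD, set per campaign, cut at about 40% in these data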;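 also: 0% = DMSO wells and 100% = unlabeled Bim-BH3 peptide control; higher means more loss of mP so more displacement of Bim peptide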
GLD-1 TGE inh: GLD-1-TGE RNA interaction inhibition (C. elegans); Q17339; purified GLD-1 + fluorescein TGE RNA, fluorescence polarization; inhibition, % at 5.96 µM; 0.44% of 320,000 active; AID 2280;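 active = percent inhibition above a per-plate cutoff, the plate mean of test compounds plus 3 SD, cut at about 30% in these data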;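 also: 0% = DMSO wells with GLD-1 and probe and 100% = wells lacking GLD-1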
Bcl-xL primary: inhibitors of human Bcl-xL; Q07817; AID 2129; 0.7% of 320,000 active; GST-Bcl-xL / FITC-Bim BH3 peptide fluorescence polarization; inhibition, % at 10.9 µM;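 active = inhibition above the mean of all tested compounds plus 3 SD, cutoff set per campaign, cut at about 30% in these data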;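 also: 0% = DMSO wells and 100% = unlabeled Bim-BH3 peptide competitor; inhibitors lower millipolarization by displacing the labeled peptide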
Target sequence (Q07817 whole entry, looked up): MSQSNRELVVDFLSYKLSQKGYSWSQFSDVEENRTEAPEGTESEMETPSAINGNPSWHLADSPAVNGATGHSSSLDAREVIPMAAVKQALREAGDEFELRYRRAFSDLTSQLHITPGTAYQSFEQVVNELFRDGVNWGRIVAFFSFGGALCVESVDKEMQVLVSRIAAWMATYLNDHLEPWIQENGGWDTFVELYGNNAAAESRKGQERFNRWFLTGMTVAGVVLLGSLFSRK
CIT2-GFP yeast: modulators of TOR pathway CIT2-GFP in S. cerevisiae; S. cerevisiae CIT2-GFP strain, flow cytometry, 3 h; 100 means same as DMSO wells; GFP response vs DMSO, % at 10 µM; 0.065% of 320,000 active;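 active = GFP response relative to DMSO above a set limit, near the screen mean plus 3 SD, cut at about 150% in these data; inconclusive = Fewer than 70 cells measured for a yeast strain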;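 also: ratio of well median GFP fluorescence to mean of DMSO wells on the plate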
MEX-5 binding: C. elegans MEX-5 TCR-2 RNA binding activity. 0.38% of 300,000 active. AID 1832. activity score (negative = inhibition of binding), % at 10 µM. MEX-5/FITC-TCR2 RNA binding, fluorescence polarization; active compounds read low. Q9XUB2;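 active = inhibition past about -25% in most replicates, and total fluorescence under double the plate's negative control median, limit read from the data; inconclusive = replicates evenly split on the limit, or fluorescence at least double controls; inactive = too little inhibition in most replicates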;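 also: 0% = DMSO and -100% = 5 µM competing unlabeled TCR2 RNA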
VLA-4 inh: inhibition in a human VLA-4 binding assay. VLA-4 expressing cells, ligand binding flow cytometry. 0.2% of 330,000 active. inhibition, % (about 7 µM as worked out from the volumes in the protocol). P13612; in the data active = inhibition above about 50%
AGP1-GFP MLPCN: yeast TOR pathway AGP1-GFP modulation | S. cerevisiae AGP1-GFP multiplex flow cytometry, 3 h; GFP as percent of DMSO wells | GFP response vs DMSO, % at 10 µM | 0.02% of 320,000 active | AID 2066;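 active = GFP response relative to DMSO above a set limit, near screen average plus 3 SD, cut at about 150% in these data; inconclusive = fewer than 70 cells counted for the yeast strain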;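 also: median GFP channel fluorescence of the gated AGP1 strain per well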
Fam108B counter: blocks mouse Fam108B hydrolase in RBBP9 counter-screen | recombinant Fam108B, FP-Rh probe fluorescence polarization | inhibition, % at 9.51 µM | 0.33% of 300,000 active;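 active = inhibition above the screen mean inhibition plus 3 SD, computed separately per campaign, cut at about 18% in these data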;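 also: inhibitors lower polarization as less probe binds the enzyme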
* marks the source's active call; other numbers are inactive results; ? = inconclusive; . = not tested or not shown.

SMILES	GRK2 inh	MCL1 BIM primary	GLD-1 TGE inh	Bcl-xL primary	CIT2-GFP yeast	MEX-5 binding	VLA-4 inh	AGP1-GFP MLPCN	Fam108B counter
O=C(NCc1ccccc1)OCCN1CCN(Cc2ccccc2)CCC1=O	0	4	0	9	97	-0.7	9	95	0
Fc1ccc(CSc2nc3ccccc3[nH]2)c2ccccc12	2	3	11	7	64	3.7	8	88	-9
CCOc1ncccc1C(=O)OCC(=O)c1cc(OC)ccc1OC	0	3	-1	4	94	-0.2	1	110	-2
C#CCOCCOCCOCCNc1nc(N2CCN(C(=O)CCCCCCCCCCNC(=O)[C@H]([C@@H](C)CC)n3cc(CCCCN=C(N)N)nn3)CC2)nc(N2CCN(C(=O)CCCCCCCCCCNC(=O)[C@H](CO)n3cc(CCCCCN)nn3)CC2)n1	4	-10	-6	-8	78	.	-14	95	-10
Fc1ccc(CSc2nnc(-c3cccnc3)o2)cc1	0	8	5	-1	88	3.3	16	93	-5
Cc1ccc(Cn2c(=O)n(CCC(=O)NCc3ccc4c(c3)OCO4)c(=O)c3ccccc32)cc1	0	-2	4	4	97	0.7	11	97	-13
O=C(COC(=O)c1ccc(F)cc1)NC1CC1	1	-2	7	0	95	.	12	89	.
O=C(COC(=O)CNS(=O)(=O)c1ccc(F)c(F)c1F)NC1CCCC1	9	1	0	1	113	-0.9	-4	104	-2
O=C(Cn1cnc2ccccc2c1=O)c1c[nH]c2ccccc12	1	1	1	2	85	-1.9	6	97	1
Cc1nnc(SCc2ccccc2)nc1-c1ccccc1	.	-2	8	-3	.	-4.7	.	.	1
C=CCNCC(=O)Nc1sc2c(c1C(=O)Nc1ccc(OC)cc1OC)CCC2	0	1	-4	4	104	-3.4	7	99	3
C1CCC(n2nnnc2CN2CCCC2)CC1	0	1	-3	5	101	1.8	8	102	-2
COc1ccc2oc(C(=O)OCC(=O)NC3CC3)c(C)c2c1	2	-5	-1	1	88	-0.1	-6	87	1
COC(=O)Nc1nnc(/C=C/c2ccc(OC)cc2)s1	1	4	0	0	97	1.8	.	88	-3
Cc1ccsc1C(=O)OCC(=O)NC1CCCCC1C (centres undefined)	1	-1	1	6	93	.	7	97	.
COc1ccccc1CN1CCN(Cc2nc(Cc3ccccc3)no2)CC1	3	-1	-12	2	101	0.0	4	103	-5
Cc1ccc(Nc2ncccc2C(=O)NCc2cccs2)c(C)c1	0	2	-1	1	100	-3.2	5	97	5
COC(=O)CSC1=C(C#N)C(c2cccc(F)c2)CC(=O)N1 (centres undefined)	1	-5	2	7	86	2.2	6	96	7
COc1ccc(CN2CCN(C(=O)c3ccc4c(c3)CCC4)CC2)cc1OC	0	.	6	.	97	.	3	96	.
COc1ccc(NC(=O)CN(C)S(=O)(=O)c2ccc(C)cc2)c([N+](=O)[O-])c1	0	-30	1	2	109	.	-2	85	5
Cc1ccc(-c2nn3cnnc3c3ccccc23)cc1C	1	-4	2	1	85	-2.5	-12	103	-2
CCN(CC)S(=O)(=O)c1ccc(N(C)Cc2cccnc2)nc1	2	13	7	-1	104	-3.5	1	103	-3
CC1(c2cccc(Br)c2)NC(=O)N(CC(=O)N2CCN(C(=O)c3ccco3)CC2)C1=O (centres undefined)	3	10	-1	8	103	.	13	103	.
CC1(C(=O)NCCCNc2ncc(C(F)(F)F)cc2Cl)C=CCN1C(=O)c1ccccc1 (centres undefined)	3	4	2	4	91	0.3	9	92	1
CC1CCCCC12NC(=O)N(CC(=O)N1CCN(C(=O)c3ccco3)CC1)C2=O (centres undefined)	10	-5	5	1	96	.	6	98	.
Cc1nc2cc(NC(=O)Nc3cccc([N+](=O)[O-])c3)ccc2n1C	0	5	-8	-4	95	-1.6	0	97	5
NS(=O)(=O)c1ccc(NC(=S)NNC(=O)c2cccs2)cc1	0	9	4	5	108	-11	3	110	0
Cc1noc(/C=C/N(C)C)c1S(=O)(=O)N1CCCC(C(=O)NC2CCCCC2C)C1 (centres undefined)	3	-19	-19	-13	102	4.4	25	102	2
CCc1cccc(OCC2Cn3c(nc4c3c(=O)n(C)c(=O)n4C)O2)c1 (centres undefined)	5	-17	-4	-13	95	1.7	-25	103	-6
O=C1CC2(CCN(C(=O)c3c(F)cccc3Cl)CC2)Oc2ccccc21	0	4	1	3	93	1.3	13	95	2

Five compounds out of the list, ordered by SMILES length, high to low.
SMILES	GRK2 inh	MCL1 BIM primary	GLD-1 TGE inh	Bcl-xL primary	CIT2-GFP yeast	MEX-5 binding	VLA-4 inh	AGP1-GFP MLPCN	Fam108B counter
CC1CCCCC12NC(=O)N(CC(=O)N1CCN(C(=O)c3ccco3)CC1)C2=O (centres undefined)	10	-5	5	1	96	.	6	98	.
COc1ccc(CN2CCN(C(=O)c3ccc4c(c3)CCC4)CC2)cc1OC	0	.	6	.	97	.	3	96	.
NS(=O)(=O)c1ccc(NC(=S)NNC(=O)c2cccs2)cc1	0	9	4	5	108	-11	3	110	0
CCN(CC)S(=O)(=O)c1ccc(N(C)Cc2cccnc2)nc1	2	13	7	-1	104	-3.5	1	103	-3
Cc1ccc(-c2nn3cnnc3c3ccccc23)cc1C	1	-4	2	1	85	-2.5	-12	103	-2

Next part
SMILES	GRK2 inh	MCL1 BIM primary	GLD-1 TGE inh	Bcl-xL primary	CIT2-GFP yeast	MEX-5 binding	VLA-4 inh	AGP1-GFP MLPCN	Fam108B counter
Cc1nc2ccccc2c(=O)n1/N=C1\C(=O)N(C)c2ccccc21	0	5	1	5	105	1.1	17	99	0
Cc1sc2ncnc(OCC(=O)NCC3CCCO3)c2c1C (centres undefined)	0	1	3	2	103	2.0	16	98	-2
COC(=O)c1c(O)ccc(Oc2ccccc2)c1C(=O)OC	0	-5	-3	-1	96	2.2	6	108	10
COCCNC(=O)Cn1cc(S(=O)(=O)N2CCN(c3ccccc3F)CC2)c2ccccc2c1=O	0	-14	-10	1	86	1.6	-4	.	3
CCOC(=O)N1CCN(c2c(NC3CCN(Cc4ccccc4)CC3)c(=O)c2=O)CC1	0	7	4	2	100	4.4	-9	103	0
Fc1ccc(CNC(=S)Nc2ccccc2Cl)cc1	0	3	1	6	100	2.5	-1	99	-1
COc1ccc(OC)c(NC(=O)CCCCCn2nnc3ccccc3c2=O)c1	1	-1	2	1	111	1.4	11	108	0
O=C1NC[C@H](c2ccccc2)N(CCc2cc(C(F)(F)F)cc(C(F)(F)F)c2)C1=O	0	1	2	5	99	0.7	45	103	2
COc1ccc(-c2sc3cc4c(cc3c2C#Cc2ccc(N)cc2)OCO4)cc1	2	.	3	.	95	.	8	103	.
Cc1ccccc1NC(=O)C(NS(=O)(=O)c1ccc2c(c1)c(=O)n(C)c(=O)n2C)c1ccccc1 (centres undefined)	0	1	-3	6	105	2.6	22	103	0
CCC(=O)N1N=C(c2c(O)n(C)c(=O)n(C)c2=O)CC1c1ccccc1 (centres undefined)	2	2	1	1	91	2.2	10	104	1
O=C(NC(NC(=S)Nc1c(Cl)cccc1Cl)C(Cl)(Cl)Cl)OCc1ccccc1 (centres undefined)	0	-2	3	6	97	1.2	9	104	-55
COc1ccc(CNC(=O)NCCc2c[nH]c3ccccc23)cc1	1	.	.	.	98	0.7	21	94	.
COc1ccc(N2C(=NC(=O)C3CC3)SC3CS(=O)(=O)CC32)cc1Cl (centres undefined)	0	6	2	2	101	1.3	6	95	2
CC1CCC(NC(=O)C(Cc2ccccc2)n2cccc2)CC1 (centres undefined)	0	-3	2	1	104	1.4	2	108	-5

Part of the list above, set out differently:
mol | GRK2 inh | MCL1 BIM primary | GLD-1 TGE inh | Bcl-xL primary | CIT2-GFP yeast | MEX-5 binding | VLA-4 inh | AGP1-GFP MLPCN | Fam108B counter
Fc1ccc(CNC(=S)Nc2ccccc2Cl)cc1 | 0 | 3 | 1 | 6 | 100 | 2.5 | -1 | 99 | -1
Cc1nc2ccccc2c(=O)n1/N=C1\C(=O)N(C)c2ccccc21 | 0 | 5 | 1 | 5 | 105 | 1.1 | 17 | 99 | 0

Only Fam108B counter (2 entries from above):
Structure	Fam108B counter
COc1ccc(OC)c(NC(=O)CCCCCn2nnc3ccccc3c2=O)c1	0
Cc1ccccc1NC(=O)C(NS(=O)(=O)c1ccc2c(c1)c(=O)n(C)c(=O)n2C)c1ccccc1 (centres undefined)	0

(more compounds)
SMILES	GRK2 inh	MCL1 BIM primary	GLD-1 TGE inh	Bcl-xL primary	CIT2-GFP yeast	MEX-5 binding	VLA-4 inh	AGP1-GFP MLPCN	Fam108B counter
O=C(CCc1ccc(S(=O)(=O)NC2CCCCC2)cc1)NCc1ccccn1	0	7	4	-3	96	2.7	-1	96	0
CC(C)=CCC[C@](C)(O[C@@H]1O[C@H](CO[C@@H]2OC[C@H](O[C@@H]3OC[C@@H](O)[C@H](O)[C@H]3O)[C@H](O)[C@H]2O)[C@@H](O)[C@H](O)[C@H]1O)C1CC[C@]2(C)C1[C@H](O)CC1[C@@]3(C)CC[C@H](O)C(C)(C)C3[C@@H](O)C[C@]12C (some centres undefined)	0	.	4	.	93	.	-3	98	.
CCOC(=O)c1[nH]c2ccc(OCC)cc2c1NC(=O)CN1CCN(c2ccccc2)CC1	1	-4	4	0	97	0.5	5	103	2
COc1ccc(NC(=O)C2CCCO2)cc1Cl (centres undefined)	3	-5	-1	-2	109	-1.1	-5	94	-3
CC(C)(O)[C@H]1Cc2cc3ccc(=O)oc3cc2O1	0	0	-2	3	?	5.3	17	?	0
CCOc1ccccc1NC1c2ccccc2C(=O)N1Cc1ccco1 (centres undefined)	0	6	7	8	99	0.1	-16	111	-4
CCCCn1ccnc1C(=O)c1cccc(S(=O)(=O)N2c3ccccc3CC2C)c1 (centres undefined)	1	8	0	2	105	2.7	8	102	-1
CCOc1ccc(CNC(=O)CCSCc2ccccc2F)cc1OC	0	5	-8	9	105	.	0	102	2
COc1cc(/C=N/Nc2nc3ccccc3[nH]2)cc(Br)c1OCC(=O)N(C)C	4	6	2	9	102	0.9	-2	80	11
CCOC(=O)c1sc(C)c2c1NC(c1ccc(N(C)C)cc1)NC2=O (centres undefined)	3	14	-8	4	95	4.3	0	93	8
O=C(Cn1cc([N+](=O)[O-])nc1[N+](=O)[O-])N1CCN(c2ccccc2)CC1	18	2	0	6	95	-2.4	3	99	-1
Cc1nn(-c2ccccc2)c(C)c1NC(=O)COC(=O)c1ccc(Cl)c(S(N)(=O)=O)c1	0	-16	-4	-14	97	2.5	0	106	4
Nc1ccc2oc(-c3ccccc3Cl)cc(=O)c2c1O	3	7	3	3	93	-3.7	30	106	-1

Screening results from PubChem BioAssay.
